Compound activity: PubChem, Broad Institute
T cruzi growth: T. cruzi intracellular proliferation inhibitors, primary screen, cell-based, beta-gal Tulahuen parasites, NIH3T3 host, luminescence | 5.9% of 77,000 active | T. cruzi beta-gal in NIH3T3, GalScreen luminescence, 90 h | inhibition, % at 8.34 µM;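 active = mean inhibition above about 93%, with at least 55% of replicates each passing it, limit read from the data, passing the limit was not always enough; inconclusive = only one of those two conditions holds; inactive = neither condition holds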
Pf Dd2 inh: P. falciparum Dd2 growth inhibitors, primary screen, SYBR Green fluorescence, single dose replicates. 72 h; active compounds read low. activity change, % at 10 µM. 2.3% of 94,000 active; in the data active = activity change below about -80%; inconclusive = no clear call, values can overlap the other calls
C diff HTS: C. difficile growth inhibitors, primary screen, HTS; Clostridium difficile clinical isolate growth, OD600, 24 h; active compounds read low; growth activity, negative = inhibition, % at 16 µg/mL (by protocol); 0.25% of 86,000 active; AID 1259249, 2017;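 active = mean growth activity at or below -80% and every replicate also at or below -80%; inconclusive = mean at or below -80% but some replicate above -80%; inactive = mean growth activity above -80%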;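 note: 0% = DMSO wells and -100% = levofloxacin 16 µg/mL wells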
GASC1 inh: inhibitors of GASC-1 (KDM4C) histone demethylase, primary screen, biochemical, single concentration HTS; Lysine-specific demethylase 4C (Homo sapiens), Q9H3R0; GST-KDM4C 2-372, H3K9me3 peptide, LANCE TR-FRET; inhibition, % at 12.5 µM; 0.15% of 96,000 active;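 active = mean replicate inhibition above about 25%, with at least 55% of replicates also reaching it, limit read from the data, passing the limit was not always enough; inconclusive = only one of those two conditions met; inactive = neither condition met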
Target sequence (Q9H3R0 2-372 limits assumed): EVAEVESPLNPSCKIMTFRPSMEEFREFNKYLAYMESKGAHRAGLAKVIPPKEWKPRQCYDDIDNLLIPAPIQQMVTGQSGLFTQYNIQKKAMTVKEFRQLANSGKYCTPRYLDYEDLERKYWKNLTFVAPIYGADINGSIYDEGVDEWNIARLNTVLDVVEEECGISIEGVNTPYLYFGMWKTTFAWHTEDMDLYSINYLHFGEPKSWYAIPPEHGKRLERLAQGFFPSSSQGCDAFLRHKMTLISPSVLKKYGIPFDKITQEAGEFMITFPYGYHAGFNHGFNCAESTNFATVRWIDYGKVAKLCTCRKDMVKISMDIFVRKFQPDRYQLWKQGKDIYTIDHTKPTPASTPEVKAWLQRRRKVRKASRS
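Assay system: GST-GASC-1 enzyme fragment 2-372 | Amount: 10 nM enzyme | Medium: HEPES buffer, pH 7.5, plus ascorbate | Reagent: H3K9me3 peptide substrate, Fe(II), 2-oxoglutarate | Doses: Single-point compound screen | Incubation: 30 min demethylation and 1 h detection at room temperature | Measured by: LANCE TR-FRET, excitation 340 nm, emissions 618 and 671 nm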
An asterisk follows results filed as active; u = inconclusive; x = no result given; & = joins results of further samples.

SMILES | T cruzi growth | Pf Dd2 inh | C diff HTS | GASC1 inh
COc1ccc(S(=O)(=O)N(C)C[C@@H]2Oc3ncc(-c4ccccc4)cc3C(=O)N([C@H](C)CO)C[C@@H]2C)cc1 | 56 | -28 | x | 2.1
CO[C@H]1CN(C)C(=O)c2cc(NC(=O)Nc3ccccc3F)ccc2OC[C@@H](C)N(CC2CC2)C[C@H]1C | -9 | 16 | x | 0.4
CNC[C@H]1OCCCC[C@@H](C)Oc2ccc(NC(=O)Cc3ccccc3)cc2C(=O)N([C@H](C)CO)C[C@H]1C | 17 | 5 | 0 | -1.8
Cc1noc(C)c1S(=O)(=O)Nc1cccc2c1O[C@H](CN(C)S(=O)(=O)c1ccc(Cl)cc1)[C@H](C)CN([C@@H](C)CO)C2=O | 17 | -72 | x | -0.9
Cc1noc(C)c1NC(=O)N(C)C[C@H]1Oc2ccc(NC(=O)Nc3ccc(C(F)(F)F)cc3)cc2CC(=O)N([C@@H](C)CO)C[C@@H]1C | 17 | 9 | 11 | 0.8
C[C@@H]1CN([C@@H](C)CO)C(=O)c2cc(C#CCN(C)C)cnc2O[C@@H]1CN(C)S(=O)(=O)c1ccccc1 | 41 | 25 | -2 | 3.7
O=C(C[C@@H]1CC[C@H](NC(=O)c2cccnc2)[C@H](CO)O1)NCCN1CCCCC1 | x | 7 | -2 | 0.6
CCCC#Cc1ccc([C@@H]2[C@@H](CO)N(C(=O)C3CCC3)[C@H]2C#N)cc1 | 92 | -35 | -3 | -0.9
COc1ccc(-c2ccc3c(c2)O[C@@H](CN(C)Cc2cccnc2)[C@@H](C)CN([C@H](C)CO)S3(=O)=O)cc1 | x | -48 | -3 | -0.1
C[C@H]1CN([C@@H](C)CO)C(=O)c2cc(NC(=O)Cc3ccccc3)ccc2O[C@H]1CN(C)C | -20 | 12 | 2 | 0.6
CC=Cc1ccc2n(c1=O)C[C@H]1[C@H](CO)[C@@H](C(=O)NCC3CC3)[C@@H]2N1Cc1cccnc1 (mixture of isomers) | 11 | -13 | -1 | 0.7
COc1cccc(NC(=O)N2CC(=O)N3[C@H](CO)[C@H](c4ccc(C#CC5CCCC5)cc4)[C@@H]3C2)c1 | x | -27 | -3 | -1.4
CC(C)CC#Cc1ccc2c(c1)O[C@@H](CN(C)C(=O)C1CC1)[C@H](C)CN([C@H](C)CO)S2(=O)=O | 85 | -39 | x | -1.9
CNC[C@@H]1Oc2ccc(NS(=O)(=O)c3ccc(F)cc3)cc2CC(=O)N([C@@H](C)CO)C[C@H]1C | x | -5 | 5&-5 | -0.5
O=C(C[C@@H]1C=C[C@H](NC(=O)Nc2cc(F)ccc2F)[C@H](CO)O1)NCc1ccncn1 | 11 | 16 | 5 | -1.1
C[C@H](CO)N1C[C@H](C)[C@@H](CN(C)S(=O)(=O)c2cn(C)cn2)OCCCC[C@H](C)Oc2ccc(NS(=O)(=O)c3ccc(F)cc3)cc2C1=O | 39 | 40 | -4 | 7.2
C[C@@H]1CN([C@H](C)CO)C(=O)c2cc(NS(=O)(=O)c3ccccc3)ccc2O[C@@H](C)CCCCO[C@H]1CN(C)Cc1ccncc1 | -7 | 0 | -1 | 1.5
C[C@H](CO)N1C[C@H](C)[C@H](CN(C)Cc2ccncc2)Oc2ncc(C#Cc3ccncc3)cc2C1=O | 47 | 23 | 4 | 1.8
C[C@@H]1CN([C@@H](C)CO)C(=O)c2cc(NC(=O)Nc3ccc4c(c3)OCO4)ccc2O[C@H]1CN(C)Cc1ccncc1 | -34 | 4 | 1 | 2.1
O=C(C[C@H]1C[C@@H]2c3cc(NC(=O)NC4CCCC4)ccc3O[C@@H]2[C@H](CO)O1)NCCc1ccccc1 | x | -8 | 11 | -6.9
CC(C)(O)C#Cc1ccc([C@@H]2[C@@H](CO)N3CCCCN(S(C)(=O)=O)C[C@H]23)cc1 | 87 | -7 | -8 | 0.9
Cc1noc(C)c1S(=O)(=O)Nc1ccc2c(c1)C(=O)N([C@@H](C)CO)C[C@H](C)[C@@H](CN(C)C(=O)Cc1ccccc1)OCCCC[C@H](C)O2 | -22 | -22 | -5 | -0.5
C[C@H]1CN([C@@H](C)CO)C(=O)c2cc(NC(=O)CCC(F)(F)F)ccc2O[C@H]1CN(C)C(=O)NC1CCCCC1 | 2 | 2 | 2 | -1.6
NCC[C@H]1CC[C@H](NC(=O)Nc2ccc(F)cc2)[C@@H](CO)O1 | -58 | 11 | -3 | -1.3
CC(C)C#Cc1cnc2c(c1)C(=O)N([C@H](C)CO)C[C@@H](C)[C@@H](CN(C)Cc1ccccc1F)O2 | 3 | x | 1 | -1.1

5 of these compounds, set out differently:
Below each compound – T cruzi growth | Pf Dd2 inh | C diff HTS | GASC1 inh
> O=C(C[C@@H]1C=C[C@H](NC(=O)Nc2cc(F)ccc2F)[C@H](CO)O1)NCc1ccncn1
    11 | 16 | 5 | -1.1
> C[C@H](CO)N1C[C@H](C)[C@@H](CN(C)S(=O)(=O)c2cn(C)cn2)OCCCC[C@H](C)Oc2ccc(NS(=O)(=O)c3ccc(F)cc3)cc2C1=O
    39 | 40 | -4 | 7.2
> C[C@@H]1CN([C@H](C)CO)C(=O)c2cc(NS(=O)(=O)c3ccccc3)ccc2O[C@@H](C)CCCCO[C@H]1CN(C)Cc1ccncc1
    -7 | 0 | -1 | 1.5
> C[C@H](CO)N1C[C@H](C)[C@H](CN(C)Cc2ccncc2)Oc2ncc(C#Cc3ccncc3)cc2C1=O
    47 | 23 | 4 | 1.8
> C[C@@H]1CN([C@@H](C)CO)C(=O)c2cc(NC(=O)Nc3ccc4c(c3)OCO4)ccc2O[C@H]1CN(C)Cc1ccncc1
    -34 | 4 | 1 | 2.1

(list continues)
SMILES | T cruzi growth | Pf Dd2 inh | C diff HTS | GASC1 inh
CCN1[C@@H]2c3ccc(-c4ccccc4)c(=O)n3C[C@@H]2[C@@H](CO)[C@@H]1C(=O)N1CCN(C)CC1 | -13 | 30 | 0 | 0.1
C[C@H](CO)N1C[C@H](C)[C@H](CN(C)C(=O)Nc2ccc3c(c2)OCO3)OCCCC[C@H](C)Oc2ccc(NS(=O)(=O)c3cccs3)cc2C1=O | 49 | -7 | 6 | -0.3
C[C@H](CO)N1C[C@H](C)[C@H](CN(C)C(=O)c2ccccc2)Oc2cc(/C=C/c3ccccc3)ccc2S1(=O)=O | 127* | -78 | 3 | x
COc1ccc(S(=O)(=O)Nc2ccc3c(c2)C(=O)N([C@H](C)CO)C[C@@H](C)[C@H](CN(C)Cc2ccc4c(c2)OCO4)OCCCC[C@H](C)O3)cc1 | u | -54 | -1 | 18
COc1ccc(NC(=O)Nc2ccc3c(c2)C(=O)N([C@H](C)CO)C[C@H](C)[C@@H](CN(C)S(=O)(=O)c2cccs2)O3)cc1 | 0 | -11 | -7 | -0.9
C[C@H]1CN([C@@H](C)CO)C(=O)c2cccc(NC(=O)C3CCOCC3)c2O[C@H]1CN(C)CC1CCCCC1 | 50 | -2 | 28 | 0.2
CCC(=O)Nc1ccc2c(c1)OC[C@@H](C)N(Cc1cccc(F)c1)C[C@H](C)[C@H](OC)CN(C)C2=O | -3 | -3 | x | 2.9
COc1ccc2c3c(n(C)c2c1)[C@@H](CO)N(Cc1ccc2c(c1)OCO2)CC31CN(C)C1 | x | -36 | -15 | -0.6
CCC(=O)N1C[C@@H](C)[C@@H](OC)CN(C)C(=O)c2cc(NC(=O)COC)ccc2OC[C@H]1C | x | 24 | x | 1.2
COc1cccc(S(=O)(=O)N2C[C@@H](O)COC[C@@H]3O[C@H](CC(=O)N4CCN(C)CC4)CC[C@H]32)c1 | 57 | -3 | x | 0.7
CN1C(=O)c2cc(NC(=O)c3cccc(F)c3)ccc2OC[C@H]2O[C@H](CC(=O)NC3CCC3)CC[C@@H]21 | -4&-16 | -21&-7 | 0&0 | -0.4&-0.6
C[C@@H]1CCCCO[C@@H](CN(C)C(=O)Cc2ccccc2)[C@@H](C)CN([C@H](C)CO)C(=O)c2cc(NC(=O)Nc3ccc(C(F)(F)F)cc3)ccc2O1 | 84 | -22 | 8 | -4.6
CNC[C@@H]1Oc2c(NS(C)(=O)=O)cccc2C(=O)N([C@@H](C)CO)C[C@H]1C | -17 | 10 | -2 | 0.4
CN1CCN(C(=O)C[C@@H]2CC[C@@H]3[C@@H](COc4ccc(NC(=O)C5CCC5)cc4C(=O)N3C)O2)CC1 | x | 23 | 0 | -4.4
Cc1noc(C)c1S(=O)(=O)Nc1ccc2c(c1)C(=O)N([C@@H](C)CO)C[C@H](C)[C@@H](CN(C)Cc1ccc(Cl)c(Cl)c1)O2 | 16 | 2 | -4 | 0.6
N#Cc1ccc(-c2ccc3c(c2)[C@H]2[C@H](CCN2C(=O)Cc2ccccc2)[C@H](CO)N3)cc1 | 79 | -27 | 0 | -4.0
OC[C@@H]1Nc2ccc(-c3cccc(F)c3)cc2[C@H]2[C@@H]1CCN2Cc1ccncc1 | 115* | -56 | -14 | 0.7
C[C@H](CO)N1C[C@H](C)[C@@H](CN(C)S(=O)(=O)c2ccccc2F)Oc2ncc(C#Cc3ccccc3)cc2C1=O | 87 | -53 | 2 | x
Cc1ccc(-c2ccc3c(c2)O[C@H](CN(C)C(=O)CN(C)C)[C@H](C)CN([C@@H](C)CO)S3(=O)=O)cc1 | 72 | -52 | -6 | 1.1
CO[C@@H]1CN(C)C(=O)c2cc(NS(=O)(=O)c3cn(C)cn3)ccc2OC[C@H](C)N(CC2CC2)C[C@@H]1C | 22 | 34 | x | -1.3
CO[C@@H]1CN(C)C(=O)c2ccc(NC(=O)NC(C)C)cc2OC[C@H](C)N(C)C[C@H]1C | -45 | 36 | x | -1.1
COc1ccc(CN2C[C@H](O)COC[C@H]3O[C@H](CC(=O)N4CCc5ccccc5C4)CC[C@@H]32)cc1 | 3 | -1 | x | 0.2
C[C@@H]1CCCCO[C@@H](CN(C)Cc2ccc(C(F)(F)F)cc2)[C@@H](C)CN([C@@H](C)CO)C(=O)c2cc(NC(=O)c3ccncc3)ccc2O1 | 36 | -6 | 1 | -1.7
C[C@@H]1CCCCO[C@@H](CN(C)C(=O)c2ccccc2)[C@@H](C)CN([C@@H](C)CO)C(=O)c2cc(NC(=O)Nc3ccc(C(F)(F)F)cc3)ccc2O1 | 93 | -58 | 7 | 0.0
Cc1ccc(S(=O)(=O)N(C)C[C@H]2Oc3ccc(NC(=O)Nc4c(C)noc4C)cc3CC(=O)N([C@@H](C)CO)C[C@H]2C)cc1 | 8 | -8 | -2 | 1.3

One compound at a time (already shown).
Entry for `COc1ccc2c3c(n(C)c2c1)[C@@H](CO)N(Cc1ccc2c(c1)OCO2)CC31CN(C)C1` : T cruzi growth: x; Pf Dd2 inh: -36; C diff HTS: -15; GASC1 inh: -0.6
Entry for `C[C@@H]1CCCCO[C@@H](CN(C)Cc2ccc(C(F)(F)F)cc2)[C@@H](C)CN([C@@H](C)CO)C(=O)c2cc(NC(=O)c3ccncc3)ccc2O1` : T cruzi growth: 36; Pf Dd2 inh: -6; C diff HTS: 1; GASC1 inh: -1.7

The results go on.
SMILES | T cruzi growth | Pf Dd2 inh | C diff HTS | GASC1 inh
O=C(NCC1CC1)[C@H]1[C@H](CO)[C@H]2Cn3c(ccc(-c4ccccc4)c3=O)[C@H]2N1CC1CC1 | 18 | -7 | 7 | 4.0
C[C@@H]1CN([C@H](C)CO)C(=O)c2cc(NS(=O)(=O)c3cn(C)cn3)ccc2O[C@@H]1CN(C)Cc1ccccc1 | -10 | 20 | -1 | 0.5
COc1ccc(CN(C)C[C@@H]2Oc3ccc(NC(=O)c4ccncc4)cc3CC(=O)N([C@@H](C)CO)C[C@@H]2C)cc1 | 20 | 7 | -3 | -0.4
C[C@H]1CN([C@@H](C)CO)C(=O)c2cccc(NS(C)(=O)=O)c2O[C@H]1CN(C)C(=O)Nc1ccc(C(F)(F)F)cc1 | x | 7 | 3 | -0.3
COc1cccc(-c2ccc([C@H]3[C@H]4CN(Cc5cncnc5)CCCCN4[C@H]3CO)cc2)c1 | 40 | -3 | 9 | -0.2
O=C(C[C@@H]1C=C[C@@H](NS(=O)(=O)c2ccc(F)cc2)[C@@H](CO)O1)N1CCc2ccccc2C1 | x | 3 | -2 | 0.4
CC=Cc1ccc2n(c1=O)C[C@@H]1[C@@H](CO)[C@H](C(=O)OC)N(Cc3ccccc3)[C@H]21 (mixture of isomers) | 1 | 22 | -3 | 4.6
O=C(C[C@H]1C[C@H]2c3cc(NS(=O)(=O)c4ccc(F)cc4)ccc3O[C@H]2[C@H](CO)O1)NCc1ccncc1 | -37 | 1 | -1 | x
COc1cccc(-c2ccc(C3[C@H]4CNC[C@@H]3N4Cc3ccccc3F)cc2)c1 (stereo partly drawn) | x | 14&-26 | -15&21 | 2.7&0.3
